15-hLO-2 inh: 15-hLO-2 (ALOX15B) enzyme inhibition; purified 15hLO-2, xylenol orange hydroperoxide absorbance; Potency, µM (highest dose often 57.1 µM), for inactives: top-dose activity change, negative = inhibition, hits mostly inhibitors; 110,000 compounds, 0.56% hits; AID 881; also: potency is read from the fitted curve at half-maximal effect; nearly all actives have a fitted effect of over 60% in size; many of its hits are not listed in these tables
Target sequence (O15296 whole entry, looked up): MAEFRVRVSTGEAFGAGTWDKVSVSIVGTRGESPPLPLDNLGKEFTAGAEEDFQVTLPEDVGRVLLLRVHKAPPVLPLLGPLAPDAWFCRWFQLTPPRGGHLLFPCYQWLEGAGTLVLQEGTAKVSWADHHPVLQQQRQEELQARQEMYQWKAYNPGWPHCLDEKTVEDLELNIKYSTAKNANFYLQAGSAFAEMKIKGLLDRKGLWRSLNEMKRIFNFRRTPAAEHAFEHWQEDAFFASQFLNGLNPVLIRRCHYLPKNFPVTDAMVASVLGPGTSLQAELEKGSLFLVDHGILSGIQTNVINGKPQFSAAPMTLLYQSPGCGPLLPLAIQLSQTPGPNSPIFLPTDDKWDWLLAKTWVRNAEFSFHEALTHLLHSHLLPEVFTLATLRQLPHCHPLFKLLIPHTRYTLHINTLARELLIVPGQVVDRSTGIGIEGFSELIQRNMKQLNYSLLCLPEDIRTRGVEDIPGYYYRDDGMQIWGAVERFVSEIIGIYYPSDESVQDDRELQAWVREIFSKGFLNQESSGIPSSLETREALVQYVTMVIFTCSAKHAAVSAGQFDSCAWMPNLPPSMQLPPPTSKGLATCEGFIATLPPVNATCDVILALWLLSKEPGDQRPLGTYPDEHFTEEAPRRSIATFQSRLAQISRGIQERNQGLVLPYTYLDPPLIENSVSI
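Read-out: hydroperoxide product oxidises ferrous iron, measured as xylenol orange complex via the 573-to-405 nm absorbance ratio after 30 min. Reaction: 50 nM enzyme, 15 min compound preincubation, 45 uM arachidonic acid, 90 min RT, Hepes pH 7.5 with Triton X-100.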
IMPase cell inh: cell-permeable inhibitors of inositol monophosphatase (IMPase); P97697; CHO-M1 cells, IP1 accumulation, HTRF TR-FRET ratio; inhibition (IP1 accumulation), % at 46.1 µM; 120,000 tested, under 10 active; AID 901; active = well fitted curve in the direction sought with a large enough effect in the signal ratio, not every such curve was filed as active; inconclusive = small, poorly fitted or top-dose-only effect, or a change in a side signal; inactive = no such curve, though single readings can be large or run the other way; the % refers to the signal ratio;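 also: cells stimulated with carbachol in lithium chloride buffer; plate controls were DMSO basal wells for no effect and reference inhibitor wells for full effect; higher means more IMPase inhibition seen as more IP1 and lower FRET ratio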
Target sequence (P97697 whole entry, looked up): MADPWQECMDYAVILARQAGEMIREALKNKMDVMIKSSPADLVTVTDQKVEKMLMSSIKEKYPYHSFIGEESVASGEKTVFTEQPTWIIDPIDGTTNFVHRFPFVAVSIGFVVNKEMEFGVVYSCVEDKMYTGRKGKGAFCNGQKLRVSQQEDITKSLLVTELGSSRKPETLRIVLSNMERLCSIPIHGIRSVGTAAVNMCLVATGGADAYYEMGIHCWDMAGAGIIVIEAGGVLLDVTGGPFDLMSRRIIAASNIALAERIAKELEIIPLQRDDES
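Carbachol-driven Gq signalling in CHO-M1 cells (2000/well) generates IP1. Compounds that block IMPase raise IP1 and so reduce the FRET signal from Eu-anti-IP1 and d2-IP1 after a 10 min room-temperature lysis.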
PNC assembly inh: blocks assembly of the perinucleolar compartment | activity change (PNC), negative = inhibition, % at 10 µM | PC3M PTB-GFP, PNC prevalence imaging, 16 h; hits give low values | 140,000 compounds, 3.1% hits;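 active = readout at or below -70, meaning at least 70% loss of cells showing the perinucleolar compartment, a nuclear body marking cancer cells; inconclusive = readout between -30 and a set limit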;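 also: plate controls were DMSO wells for no effect and camptothecin positive control wells for full effect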
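Read-out is percentage of cells bearing a perinucleolar compartment, from automated 20x imaging of fixed, Hoechst-stained PC3M PTB-GFP cells. Cells were seeded 4 h, then exposed 16 h to compound (23 nl of library stock) in duplicate plates.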
ALOX12 inhib: 12-hLO (ALOX12) enzyme inhibition. Potency, µM (titrated, usually from 57.1 µM), for inactives: at the highest dose activity change, negative = inhibition, actives largely listed as inhibitors. 150,000 compounds, 0.12% hits. purified 12-hLO, xylenol orange hydroperoxide absorbance; also: potency is read from the fitted curve at half-maximal effect; nearly all actives have a fitted effect of over 55% in size; many of its hits are not listed in these tables
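Lipoxygenase turnover measured by absorbance at 573 and 405 nm after Fe-XO development. Human 12hLO 150 nM, arachidonate 40 uM, pH 7.0 Hepes buffer with detergent; 15 min compound preincubation, 30 min reaction.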
* marks the source's active call; other numbers are inactive results; ? = inconclusive; / = no result given; [ ] = remark or other dose. Unless noted, calls follow the shape of the dose curve; as a rule, active = well fitted curve in the direction sought with a large enough effect; inconclusive = small, poorly fitted or top-dose-only effect, or another doubt; inactive = no such curve, though single readings can be large; an effect the other way counts as inactive or inconclusive. Unless noted, % is scaled to controls: 0 for no effect and ±100 for the full control effect. The list is partial. The share of hits here may be higher or lower than overall.

SMILES	15-hLO-2 inh	IMPase cell inh	PNC assembly inh	ALOX12 inhib
Cc1ccccc1OCc1nnc(SCC(=O)Nc2ccc3c(c2)oc2ccccc23)n1C	1%[2.29 µM]	-2	?	-4%
CCOC(=O)c1sc(NC(=O)Nc2ccccc2)cc1C	/	/	-14	-8%
CC(=O)N1C2(C=CC1(C)C(=O)NCc1ccc(C)o1)CCCCC2 (stereo not given)	1%	/	/	-3%
c1cc(CNc2ccc(N3CCOCC3)cc2)ccn1	-20%	23	6	?
CCn1c2ccccc2c2cc(NC(=O)c3cccc([N+](=O)[O-])c3)ccc21	-10%	-8	?	1%
COc1ccc2nc(NC(=O)CCN3C(=S)NC(C)(C)CC3C)sc2c1 (stereo not given)	/	-4	59	-4%
COc1cc(/C=C(\NC(=O)c2ccccc2)C(=O)Nc2cccc(O)c2)c([N+](=O)[O-])cc1OC	-7%	1	13	-14%
CN1CCN(c2nc(C(N)=O)cc(-c3ccccc3)n2)CC1	/	-1	-8	8%
Cc1sc(N/N=C/c2ccco2)nc1-c1ccccc1	/	/	7	-10%
CCOC(=O)Cn1nnnc1CN(Cc1cccs1)Cc1cc2cc(C)cc(C)c2[nH]c1=O	21%	9	-3	-4%
O=c1cc(O)sc2ccccc12	-4%	-8	15	-10%
Cc1nn(-c2ccccc2)c(Cl)c1C(=O)OC(C)C(=O)Nc1ccc2c(c1)OCO2 (stereo not given)	?	9	?	-3%
O=c1nc(-c2ccccc2)cc(-c2ccccc2)[nH]1	-6%	3	?	-3%
Cc1nc(SCC(=O)NCc2ccco2)c2c3c(sc2n1)CCCC3	-10%	9	?	0%
CC(OC(=O)c1ccc(S(=O)(=O)NCc2ccco2)cc1)C(=O)Nc1ncc(Cl)cc1Cl (stereo not given)	/	/	-24	3%
Cc1nn(Cc2ccc(C(=O)n3cccn3)o2)c(C)c1Br	/	-6	-11	5%
Cc1ccc(CCN2CC(C(=O)NC3CCCC3)CC2=O)cc1 (stereo not given)	2%	3	?	-6%
Cc1cc(C)n(Cc2ccc(C(=O)Nc3ccc(Br)cc3C)o2)n1	/	/	1	-2%
CC(C)CCCC(C)C1CCC2C3CC=C4CC(=O)CC[C@@]4(C)C3CC[C@@]12C (stereo not given in full)	0%	/	/	-2%
CC(CCc1ccco1)NC(=O)Cn1nc(Cc2ccncc2)c2ccccc2c1=O (stereo not given)	-7%	2	4	-1%
CC(C)N(c1ccccc1)c1ccc(NC(=O)COC(=O)CCN2C(=O)c3cccc([N+](=O)[O-])c3C2=O)cc1	/	4	-30	0%
COc1ccc(-c2c3c(=O)n(C)c(=O)n(C)c3cn2N2CCOCC2)cc1	-8%	18	?	2%
CCOC(=O)c1cnc2c(Cl)cccc2c1NCCN1CCOCC1	/	/	23	-5%
COc1ccc(C2N(c3cc(Cl)ccc3OC)C(=O)C3CCCN32)cc1 (stereo not given)	-5%	-5	2	-3%
c1coc(CNc2ncnc3sc4c(c23)CCCCC4)c1	-4%	9	?	-7%
CC(C)(C)NC(=O)NC(=O)COC(=O)c1ccc2c(c1)S(=O)(=O)N=C1CCCCCN12	/	6	?	-3%
CC1(C)CC(=O)C2=C(C1)OC(N)=C([N+](=O)[O-])C2c1cccs1 (stereo not given)	/	/	17	0%
Cc1nc2cc(O)ccc2n1C	-2%	-15	-6	-1%
Cc1ccc(CCNc2ccccc2)c[n+]1[O-]	4%	3	-5	1%
CCn1c(C)cc2c(c1=O)C(c1ccccc1Br)C(C#N)=C(N)O2 (stereo not given)	8%	?	21	-4%
COc1ccc(C2C(C(=O)N3CCN(c4ccccc4F)CC3)c3ccccc3C(=O)N2C)cc1 (stereo not given)	0%	1	-25	-8%
CC(=O)Nc1cccc(C(=O)N/N=C/c2ccccc2F)c1	/	/	36	-6%
CCOC(=O)c1cc2c(N)c(C(=O)c3cc(C#N)c(SC)nc3C)sc2nc1C	-24%	-5	5	-8%
CC(C)n1c(SCCCc2ccccc2)nc2c1c(=O)[nH]c(=O)n2C	/	-5	-25	-4%
COc1ccc(-c2nnc(SCc3nnc(-c4ccc(Cl)cc4)o3)n2-c2ccccc2)cc1	-3%	-6	-24	-11%
Cc1ccc(NC(=O)Cn2c(/C=C/c3ccccc3)nc3ccccc32)cc1C	22%	-9	?	5%

Some of the entries so far, bar-delimited:
SMILES | 15-hLO-2 inh | IMPase cell inh | PNC assembly inh | ALOX12 inhib
COc1cc(/C=C(\NC(=O)c2ccccc2)C(=O)Nc2cccc(O)c2)c([N+](=O)[O-])cc1OC | -7% | 1 | 13 | -14%
CN1CCN(c2nc(C(N)=O)cc(-c3ccccc3)n2)CC1 | / | -1 | -8 | 8%
Cc1sc(N/N=C/c2ccco2)nc1-c1ccccc1 | / | / | 7 | -10%

Next part
SMILES	15-hLO-2 inh	IMPase cell inh	PNC assembly inh	ALOX12 inhib
COc1ncnc(NS(=O)(=O)c2ccc(N)cc2)c1OC	-1%[25.6 µM]	3[20.6 µM]	/	-3%[25.6 µM]
NC(=O)CSc1nnnn1-c1ccc2c(c1)OCCO2	/	9	4	2%
CCN(CC)S(=O)(=O)c1ccc(S(=O)(=O)Nc2ccc3c(c2)oc2ccccc23)cc1	-17%	-3	-27	0%
CN(C)CCN1C(=O)C(O)=C(C(=O)c2cc3ccccc3o2)C1c1ccccn1 (stereo not given)	5%	-10	?	-1%
Cc1ccc(S(=O)(=O)NCCCOC(=O)Nc2ccncc2)cc1	-6%	-10	?	-8%
COC(=O)c1ccccc1NC(=O)C(C)NS(=O)(=O)c1ccc(OC)cc1 (stereo not given)	-5%	7	32	-9%
CCOC(=O)c1cc(-c2ccccc2)n(CCC(=O)N2CCN(c3ccccc3OC)CC2)c1C	/	/	51	-2%
CC1(C)Cc2c(C#N)c(NCCCO)nc(-c3ccccc3)c2CO1	5%	7	24	-3%
Cc1nc(NC(=O)CSc2nnc(Cn3nnc4ccccc43)n2C)sc1C	/	/	-12	-2%
COC(=O)c1sc2ncccc2c1OCc1c(Cl)cccc1Cl	-10%	8	-24	-2%
CCCCOc1ccc(CSCCNC(=S)Nc2ccccc2)cc1	/	-5	-30	-27%
COC(=O)N(NC(=O)C(O)(CCC(C)C)CCC(C)C)c1ccccc1	/	-6	?	-4%
CCOC(=O)c1c(N)sc(C(N)=O)c1C	7%	-13	14	4%
COCC(=O)Nc1cc(Cl)c(OC)cc1OC	/	/	12	0%
O=C(c1cccs1)N1CCc2c([nH]c3ccccc23)C1c1ccc(Cl)cc1 (stereo not given)	-1%	3	-19	-13%
COc1ccc(-n2nc(C(=O)NCC(=O)NCc3ccco3)c3ccccc3c2=O)cc1	4%	?	17	-8%
Cn1c(C(N)=O)cnc1Sc1ncc(C(F)(F)F)cc1Cl	6%	-2	-28	1%
Cc1nnc(-c2cnn(-c3ccccc3)c2N)n1Cc1ccccc1	/	2	43	5%
CCn1c(C)[n+](CCCS(=O)(=O)[O-])c2cc(Cl)c(Cl)cc21	7%	6	39	-4%
O=C(Nc1nc(COc2ccccc2)cs1)C12CC3CC(CC(C3)C1)C2	10%	4	-20	1%
CC1Cc2ccccc2N1c1ncnc2c1nnn2Cc1ccccc1 (stereo not given)	13%	2	1	0%
O=C(COc1ccccc1Cl)NCCCN1CCOCC1	5%	10	?	1%
CC1(C(=O)O)Sc2[nH]c(=O)sc2C2c3ccccc3OC(=O)C21 (stereo not given)	-11%	8	-9	3%
O=C(COC(=O)CN1C(=O)C2CCCCC2C1=O)Nc1ccc(S(=O)(=O)N2CCOCC2)cc1 (stereo not given)	/	/	-25	3%
Cc1occc1C(=O)NC1CCCCCC1	-5%	?	-5	1%
CCOc1ccc(C(CC(=O)O)NC(=O)C2c3ccccc3Oc3ccccc32)cc1 (stereo not given)	/	-1	?	-4%
O=C(c1cccc(F)c1)N1CCC2(CCN(Cc3nccs3)CC2)CC1	3%	/	/	0%
Cc1noc(C)c1COC(=O)C1CC(O)CN1S(=O)(=O)c1ccc(Cl)cc1 (stereo not given)	-2%	8	30	-1%
CCOC(=O)C1NC(=O)CC1c1ccccc1 (stereo not given)	-2%	1	2	9%
O=C(CN1CCN(c2ccccn2)CC1)NC1CCCCC1	-5%	-2	12	-5%
CCCCOC(=O)CCn1c(=S)oc2ccccc21	4%	?	-12	-6%
O=C(Nc1nc(-c2ccc(S(=O)(=O)N3CCCCCC3)cc2)cs1)c1cccs1	6%[2.29 µM]	-3	-13	2%
COc1ccccc1N(CCC#N)C(=O)CSc1ccc2c(c1)OCCO2	-1%	4	21	-2%
Cc1ccc(-c2noc(CN(C(=O)C(c3ccccc3)c3ccccc3)C(C)C)n2)cc1	/	9	-11	0%
Fc1cccc(NC(=S)N2CCCC2)c1	/	/	-25	3%
COc1ccc(/C=N/NC(=O)Cn2c(Cc3ccc(OC)c(OC)c3)nc3ccccc32)cc1OC	/	14	10	-1%
CC(C)C(C(=O)Nc1ccc(S(=O)(=O)N2CCOCC2)cc1)N1C(=O)c2ccccc2C1=O (stereo not given)	-4%	-9	?	-5%
CCCCCC(=O)N1CCCC(c2nc(-c3ccc(OC)cc3)no2)C1 (stereo not given)	6%	0	-1	-1%
COc1ccc(S(=O)(=O)N(C)CC(=O)N2CCN(c3ccc(F)cc3)CC2)cc1OC	0%	-2	-25	-3%
CCOC(=O)c1ccc2nc(C)c3c(c2c1)OC(C)C3 (stereo not given)	13%	1	31	4%
CC1CCCCN1CC(=O)Nc1ccc(Oc2ccccc2)cc1 (stereo not given)	39%[activator]	17	-6	10%
Cc1c(Cl)cccc1Nc1nc(N)nc(CSc2ncccn2)n1	6%	1	-22	-3%
CCOc1cc(/C=C(\C#N)c2[nH]nc(N)c2C#N)ccc1O	-6%	4	41	-1%
CCOc1ccc(Oc2ccc(-c3nnc(-c4ccccc4)o3)cc2[N+](=O)[O-])cc1	-8%	4	81	0%
O=C(COC(=O)/C(=C/c1cccs1)c1cccs1)NC(c1ccccc1)c1ccccc1	/	/	12	-3%
CN(C)c1nc(N)nc(Cn2ccnc2)n1	-2%	23	-21	9%
CCOC(=O)c1ccccc1N/C=C1\CCCC1=O	3%	2	?	-7%
Cc1ccc(O)c(NC(=S)NC(=O)CC(C)C)c1	/	/	18	-4%
COc1ccc(C(=O)N[C@H](C(=O)OCC(=O)NC(=O)c2cccn2C)C(C)C)cc1	/	8	-21	4%
COC(=O)C1=C(Cn2cnc3ccccc32)NC(=O)NC1c1cc(C)ccc1C (stereo not given)	2%	17	-103*	6%
COc1cc(NS(=O)(=O)c2ccc(NC(=S)NC(=O)c3sc4ccccc4c3Cl)cc2)nc(OC)n1	/	?	-20	-1%
Cc1ccccc1-c1nc2sc(-c3ccccc3)cc2c(=O)o1	-9%	-3	44	5%
O=C(OCC(=O)c1ccc[nH]1)c1ccc(S(=O)(=O)N2CCCCCC2)cc1	-3%	8	37	-6%
CCn1cc(CNC(=O)/C=C/c2ccc([N+](=O)[O-])cc2)cn1	/	3	?	-3%

Filtered by structure, those above with a nitro group on carbon (6)
SMILES	15-hLO-2 inh	IMPase cell inh	PNC assembly inh	ALOX12 inhib
CCn1c2ccccc2c2cc(NC(=O)c3cccc([N+](=O)[O-])c3)ccc21	-10%	-8	?	1%
COc1cc(/C=C(\NC(=O)c2ccccc2)C(=O)Nc2cccc(O)c2)c([N+](=O)[O-])cc1OC	-7%	1	13	-14%
CC(C)N(c1ccccc1)c1ccc(NC(=O)COC(=O)CCN2C(=O)c3cccc([N+](=O)[O-])c3C2=O)cc1	/	4	-30	0%
CC1(C)CC(=O)C2=C(C1)OC(N)=C([N+](=O)[O-])C2c1cccs1 (stereo not given)	/	/	17	0%
CCOc1ccc(Oc2ccc(-c3nnc(-c4ccccc4)o3)cc2[N+](=O)[O-])cc1	-8%	4	81	0%
CCn1cc(CNC(=O)/C=C/c2ccc([N+](=O)[O-])cc2)cn1	/	3	?	-3%
